FBW7 activator: FBW7 E3 ligase activators, primary screen, biochemical, AlphaScreen, human; normalized activity (activation), % at 26.1 µM; AlphaScreen FBW7–phospho-cyclin E peptide binding, activator screen; 0.13% of 650,000 active; in the data active = normalized activity above about 1.9%;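 also: purified mutant Fbw7 with reduced substrate affinity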
MITF primary: MITF inhibitors, primary screen, biochemical, AlphaScreen, human; AlphaScreen MITF homodimerization, bead proximity signal; inhibition, % at 2.6 µM; Microphthalmia-associated transcription factor (Homo sapiens), O75030; 0.91% of 650,000 active; in the data active = inhibition above about 50%;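 also: 0% = vehicle wells with protein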
Target sequence (O75030 whole entry, looked up): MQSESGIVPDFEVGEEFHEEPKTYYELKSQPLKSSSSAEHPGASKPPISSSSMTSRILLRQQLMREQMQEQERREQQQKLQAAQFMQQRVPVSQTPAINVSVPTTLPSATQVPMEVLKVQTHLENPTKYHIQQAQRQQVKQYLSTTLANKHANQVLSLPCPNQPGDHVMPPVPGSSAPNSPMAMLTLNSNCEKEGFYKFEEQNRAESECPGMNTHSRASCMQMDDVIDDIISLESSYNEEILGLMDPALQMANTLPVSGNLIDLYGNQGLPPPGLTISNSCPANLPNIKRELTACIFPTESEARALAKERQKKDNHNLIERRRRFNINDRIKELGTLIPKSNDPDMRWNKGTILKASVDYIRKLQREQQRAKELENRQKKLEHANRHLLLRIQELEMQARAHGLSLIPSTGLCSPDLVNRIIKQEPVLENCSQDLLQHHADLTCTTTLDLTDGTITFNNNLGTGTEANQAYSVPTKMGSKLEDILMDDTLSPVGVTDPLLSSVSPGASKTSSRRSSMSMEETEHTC
GPR151 ag: activators of human GPR151, primary screen, cell-based, PathHunter beta-arrestin, luminescence; AID 1508602, 2020; activation, % at 11.2 µM; PathHunter beta-arrestin GPR151 cells; G-protein coupled receptor 151 (Homo sapiens), Q8TDV0; 1% of 650,000 active; in the data active = activation above about 4.9%;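 also: 0% = median of compound wells and 100% = cells with positive control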
Target sequence (Q8TDV0 whole entry, looked up): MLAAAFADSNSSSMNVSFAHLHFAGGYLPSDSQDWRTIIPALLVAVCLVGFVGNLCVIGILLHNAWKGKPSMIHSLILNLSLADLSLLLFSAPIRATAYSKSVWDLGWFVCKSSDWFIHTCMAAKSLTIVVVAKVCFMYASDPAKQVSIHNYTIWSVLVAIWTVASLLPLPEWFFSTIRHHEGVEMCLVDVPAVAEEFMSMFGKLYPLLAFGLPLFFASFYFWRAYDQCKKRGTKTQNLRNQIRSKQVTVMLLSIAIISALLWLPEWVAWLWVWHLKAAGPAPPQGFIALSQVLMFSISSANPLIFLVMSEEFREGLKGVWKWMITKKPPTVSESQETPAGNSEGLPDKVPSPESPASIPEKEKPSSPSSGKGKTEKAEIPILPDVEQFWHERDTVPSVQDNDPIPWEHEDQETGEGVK
TEAD-YAP inh: TEAD-YAP interaction inhibition, primary screen, TEAD-YAP interaction inhibitor project, luminescence, HEK-TIYL cells; TEAD-Gal4/YAP UAS-luciferase luminescence; inhibition, % at 9.12 µM; 1.4% of 640,000 active; AID 1259422, 2018; in the data active = inhibition above about 32%;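 also: 0% = median of test compound wells and 100% = reference inhibitor wells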
Numbers without * were called inactive; & = joins results of further samples.

The opening 13 records (preview)
canonical_smiles	FBW7 activator	MITF primary	GPR151 ag	TEAD-YAP inh
O=C(Nc1cccc2c1CCCC2)C(Cl)Cl	0.4	-2	1.1	19
COCCN(CCOc1ccc(S(C)(=O)=O)cc1)C(=O)Nc1ccccc1	0.1	9	-0.8	-11
COc1cccc(C(=O)Nc2nc3ccc4nc(C)sc4c3s2)c1	0.0	-4	-0.7	-12
COc1ccc(/C=N/NC(=O)CC2(C)OCCO2)cc1OC	0.0	13	0.7	-10
CN(C)c1ccc(/C=N/NC(=O)CC2(C)OCCO2)cc1Br	-0.1	-7	1.3	-7
CCCc1cc(=O)[nH]c(SCC(=O)NC)n1	0.0	-2	0.0	2
Cc1cc(=O)oc2cc(OCC(=O)Nc3cccc4ccccc34)ccc12	0.0	-5	-1.3	21
COc1ccccc1/C=C/C(=O)OCCCN(C)C	0.0	6	-0.1	-3
Cn1c(=O)oc2cc(S(=O)(=O)Nc3ccc(F)c(F)c3)ccc21	-0.2	-10	-1.2	-1
CCc1ccccc1NC(=S)N(CCCN1CCCCCC1)Cc1cccs1	-0.1	-4	1.7	8
CCOC(=O)c1ccc(NC(=O)c2cnc(N3CCN(c4ccccc4OC)CC3)c3ccccc23)cc1	0.0	13	0.6	-5
NC(=O)CCC(NC(=S)Nc1ccccc1)C(=O)O (configuration not stated)	0.0	1	0.3	4
COC(=O)C1=C(C)N(c2ccc(Cl)cc2)C(=O)/C1=C\c1ccco1	-0.1	9	2.7	6

The list itself, previewed entries included:
canonical_smiles	FBW7 activator	MITF primary	GPR151 ag	TEAD-YAP inh
O=C(Nc1cccc2c1CCCC2)C(Cl)Cl	0.4	-2	1.1	19
COCCN(CCOc1ccc(S(C)(=O)=O)cc1)C(=O)Nc1ccccc1	0.1	9	-0.8	-11
COc1cccc(C(=O)Nc2nc3ccc4nc(C)sc4c3s2)c1	0.0	-4	-0.7	-12
COc1ccc(/C=N/NC(=O)CC2(C)OCCO2)cc1OC	0.0	13	0.7	-10
CN(C)c1ccc(/C=N/NC(=O)CC2(C)OCCO2)cc1Br	-0.1	-7	1.3	-7
CCCc1cc(=O)[nH]c(SCC(=O)NC)n1	0.0	-2	0.0	2
Cc1cc(=O)oc2cc(OCC(=O)Nc3cccc4ccccc34)ccc12	0.0	-5	-1.3	21
COc1ccccc1/C=C/C(=O)OCCCN(C)C	0.0	6	-0.1	-3
Cn1c(=O)oc2cc(S(=O)(=O)Nc3ccc(F)c(F)c3)ccc21	-0.2	-10	-1.2	-1
CCc1ccccc1NC(=S)N(CCCN1CCCCCC1)Cc1cccs1	-0.1	-4	1.7	8
CCOC(=O)c1ccc(NC(=O)c2cnc(N3CCN(c4ccccc4OC)CC3)c3ccccc23)cc1	0.0	13	0.6	-5
NC(=O)CCC(NC(=S)Nc1ccccc1)C(=O)O (configuration not stated)	0.0	1	0.3	4
COC(=O)C1=C(C)N(c2ccc(Cl)cc2)C(=O)/C1=C\c1ccco1	-0.1	9	2.7	6
Clc1c(CSc2nc3ccccc3o2)nc2sccn12	-0.1	4	-0.2	-89
Cc1cc(=O)[nH]c2c1c(=O)[nH]n2C(C)C	-0.1	0	-1.0	-2
c1ccc(N2CCN(c3cc(-c4cccnc4)nc(-c4ccncc4)n3)CC2)nc1	0.2	-59	-0.3	2
Cc1cccc(CCNC(=O)CCc2nnc(CCc3ccccc3)o2)n1	0.0	7	1.7	-18
COCCCNC(=O)c1ccc2nc(-c3ccc(OC)cc3)c(-c3ccc(OC)cc3)nc2c1	0.2	-9	0.3	8
COc1cc2c(cc1OC)CN(C(=O)C1Cc3ccccc3CN1S(=O)(=O)c1ccc(F)cc1)CC2 (configuration not stated)	0.0	40	-0.1	-4
CCN(c1ccccc1)S(=O)(=O)c1ccc(OCC(=O)c2cc(C)n(C)c2C)cc1	0.0	6	-0.5	2
COCCOC(=O)C1=C(N)OC2=C(C(=O)CC(C)(C)C2)C1c1ccc(C(F)(F)F)cc1 (configuration not stated)	-0.2	2	0.3	9
C=CCNc1nc(C(=O)OC/C(O)=C(\C#N)c2nc3ccccc3[nH]2)cs1	-0.3	0	0.4	-7
Cc1cc(C)cc(NC(=O)C(Cc2c[nH]c3ccccc23)NC(=O)OCC(C)C)c1 (configuration not stated)	0.1	11	-0.7	8
c1ccc(-c2ccc3cnc(Nc4ccc(-n5cnc(N6CCOCC6)n5)cc4)nc3c2)nc1	0.9	13	0.1	-9
CCCNC(=O)c1ccc(COc2ccc(Cl)cc2)o1	0.0	-7	0.9	0
Cc1ccccc1OCC(=O)Nc1nnc(COc2ccccc2)s1	0.1	13	-1.6	8
C=CCOc1ccc(/C=N/NC(=O)C(OC)c2ccccc2)c(O)c1 (configuration not stated)	-0.5	-1	0.4	2
O=C1CS/C(=N\N=C\c2ccc(F)cc2)N1	0.1	-8	-1.7	-6
CCc1nnc(NC(=O)c2ccc3c(c2)S(=O)(=O)N=C2CCCCCN23)s1	0.2	-2	-0.4	1
COc1ccc(CN2CCN(Cc3ccc(C)s3)CC2CCO)cc1C (configuration not stated)	0.0	9	2.2	7
COc1cc(/C=C2/C(=N)N3N=C(C(C)C)SC3=NC2=O)ccc1OCCOc1c(C)cccc1C	0.4	16	1.1	-6
COc1ccc(Cc2cnc(N)s2)cc1	0.0	10	0.1	10
N#CCc1nc(-c2cc3c(ccc4ccccc43)oc2=O)cs1	0.1	-30	-0.5	-5
O=C(Nc1cccc2ccccc12)c1cccc(NCc2ccccc2OCC(=O)N2CCCCC2)c1	0.3	7	-0.9	2
COCCNc1ccc2ncc(-c3ccc(C)cc3)n2n1	0.1	23	0.1	27
Cc1ccc(NCc2cccc3c2CN(CC2CCCO2)C3)cc1 (configuration not stated)	-0.2	-10	0.4	-12
Cc1ccc(Cn2cnc3c(cnn3C)c2=O)cc1	0.0	7	-0.9	8
Cc1cc(C(=O)/C=C/c2ccc(OCC(=O)O)cc2)c(C)s1	0.1	2	6.1*	4
CCCCNS(=O)(=O)c1ccc(C(C)=O)cc1	0.0	-2	-1.7	-30
CCCc1nnc(NC(=O)C2CCCO2)s1 (configuration not stated)	0.1	-6	-0.8	-33
Oc1ccc(-c2[nH]ncc2-c2ccn(-c3ccccc3)n2)c(O)c1O	-0.3	6	0.9	-3
CC(=O)NCCSc1c(-c2ccc(Cl)cc2)[nH]c2ccccc12	0.0	-7	-1.5	-5
O=C(C1CC(=O)N(c2ccccc2)C1)N(Cc1ccccc1)Cc1ccccc1 (configuration not stated)	0.0	0	-0.2	4
Cc1ccc(/C=N/N=C2/NC(=O)C(CC(=O)N3CCOCC3)S2)cc1 (configuration not stated)	-0.2	-1	0.0	9
CC(C)NC(=O)C(=O)Nc1c(O)c2ccccc2[nH]c1=O	0.1	7	-0.3	1
Cc1cc(C(=O)N2N=C(C3CC3)CC2(O)C(F)F)cs1 (configuration not stated)	-0.1	-19	-0.3	-1
CCCC(C)NC(=O)C(C)Oc1ccccc1 (configuration not stated)	0.4	-18	2.3	3
NC(=O)C1CCN(C(=O)CN2C(=O)/C(=C/c3ccccc3)Sc3ccccc32)CC1	-0.1	-3	2.9	13
COc1cccc(NC(=O)c2oc3ccccc3c2NC(=O)c2ccccc2OC)c1	0.1	9	-0.3	13
OC(CN1CCN(c2ccccc2F)CC1)Cn1nnnc1-c1ccccc1 (configuration not stated)	0.0	-6	0.5	2
COc1cc(C(=O)Nc2cccc(C(=O)Nc3cccc4ccccc34)c2)cc(OC)c1OC	0.8	-8	2.2	64*
CC1=NN(c2cccc(C)c2)C(=O)/C1=C/c1c(C)[nH]n(-c2ccccc2)c1=O	-0.2&-0.1	-3&4	-1.6&0.2	4&3
Cc1ccc(COc2c(Br)cc(/C=C(\C#N)c3nn(-c4ccccc4)c(N)c3C#N)cc2Br)cc1	-0.2	-3	0.3	7
CCN(C(=O)CCl)c1nc2ccccc2s1	-0.1	-3	0.8	16
O=C(O)CN1C(=O)c2cccc3c([N+](=O)[O-])ccc(c23)C1=O	0.1	-3	0.9	0
COc1cc(Nc2cc(NCCCN3CCCC3=O)ncn2)cc(OC)c1OC	0.1&0.1	5&10	0.3&0.9	4&-6

Other entries follow:
canonical_smiles	FBW7 activator	MITF primary	GPR151 ag	TEAD-YAP inh
CCOc1ccc(-c2n[nH]c3c2C(c2ccc(F)cc2)NC3=O)cc1 (configuration not stated)	0.1	-7	-1.0	3
CCc1ccc(C(=O)N2CCN3C(=O)[C@H](COCc4ccccc4)NC(=O)[C@H]3C2)cc1	-0.1	-3	1.2	2
CC(=O)NC(Cc1ccccc1)C(=O)NC(Cc1ccc(O)cc1)C(=O)O (configuration not stated)	-0.2	-6	-0.5	-4
CC(C)c1cc(CNCc2c(C(=O)N3CCCC3)nc3sccn23)on1	0.0	4	-0.5	-2
O=C(Cn1ncc2c(=O)oc3ccccc3c21)N(Cc1cccs1)C1CCCC1	-0.1	4	-1.6	2
COCCn1nnnc1C(c1cc2ccc(C)cc2[nH]c1=O)N1CCc2ccccc21 (configuration not stated)	-0.4	-5	0.5	2
COC(NC(=O)NC(OC)C(Cl)(Cl)Cl)C(Cl)(Cl)Cl (configuration not stated)	0.2	-11	3.3	-6
CCCCNC(=O)CNC(=O)Cn1cnc2sc(C)c(C)c2c1=O	0.1	19	-1.3	9
Nc1ncc([N+](=O)[O-])cc1-c1ccccc1	-0.1	-17	1.2	8
OCC1CCN(C2CCCN(Cc3ccccc3C(F)(F)F)C2)CC1 (configuration not stated)	0.1	-1	-1.8	-4
CCOC(=O)C1(Cc2ccc(OC)cc2)CCN(C(=O)c2ccc(=O)n(C)n2)CC1	-0.1	-1	0.2	-1
Cc1ccc(-n2cc(-c3ccccc3)c3c(NCCCN4CCCC4=O)ncnc32)cc1Cl	-0.3	-8	-0.4	4
O=C(CCN1CCOCC1)N1CCc2c([nH]c3ccccc23)C1c1cccc(Cl)c1 (configuration not stated)	0.3	-2	0.6	1
CC1CN(CCOc2ccccc2[N+](=O)[O-])CC(C)O1 (configuration not stated)	0.0	51*	3.9	-3
CCOc1ccc(-n2nc(C(=O)NCc3ccccn3)c3ccccc3c2=O)cc1	0.7	5	-0.9	8
O=C(Nc1nc2ccccc2[nH]1)c1ccc(-n2ccnc2)c([N+](=O)[O-])c1	0.7	10	-2.7	-56
N#CC1=C(N)N=C(SCc2cccc3ccccc23)C(C(N)=O)C12CCCCC2 (configuration not stated)	0.1	14	-0.8	1
COc1cc(/C=N/NC(=O)C(N)=O)ccc1OCC(=O)N1C(C)CCCC1C (configuration not stated)	-0.1	-8	0.9	0
O=C1CCC(C(=O)NCC2CCC3(CCN(Cc4ccc(F)cc4)CC3)O2)=NN1 (configuration not stated)	-0.1	-7	1.2	0
CCc1nn(CC(=O)N2CCN(C)CC2)c(=O)c2cccn12	-0.1	4	1.2	0
O=C(/C=C/c1ccc(Cl)c([N+](=O)[O-])c1)Nc1cccnc1	0.4	10	-2.0	-5
Cc1cccc(NC(=O)CN(c2ccc(F)cc2)S(C)(=O)=O)c1C	0.0	12	0.8	13
CCCN(CC(=O)Nc1ccc(C(N)=O)cc1)Cc1ccc(OCC(C)C)c(OC)c1	-0.1	11	-1.0	8
CCCCCNC(=O)c1ccc2c(=O)n(CCCCC)c(=O)[nH]c2c1	-0.1	-9	1.0	4
CCN=C1SC(CC(=O)NCCc2ccc(OC)cc2)C(=O)N1CC (configuration not stated)	0.1	-16	-2.8	-3
c1ccc(-c2cc3c(N4CCCC4)ncnc3s2)cc1	0.0	7	0.7	2
NC(=O)N/N=C/c1cccc(C(=O)O)c1O	-0.2	-6	1.5	3
Nn1cnc2scc(-c3cccs3)c2c1=O	-0.1	-5	1.4	7

Screening data as filed in PubChem BioAssay.
